SV40 large T antigen: SV40 large T antigen inhibitors, biochemical (AID 1903) | SV40 large T antigen ATPase/helicase inhibition assay; higher % means a stronger effect | inhibition, % at 20 µM; hits with a dose series show IC50 in µM | 310,000 compounds, 0.39% hits; in the data active means a potency from the dose series; inconclusive means inhibition mostly from about 32% at the one dose, without a potency; inactive means the rest, 99 in 100 with inhibition below about 32%; further: strong numbers were not always called active
NS5 inhibitors: Dengue-2 NS5 methyltransferase inhibitors, primary screen, biochemical, confirmation dose response (AID 588689); Genome polyprotein (Dengue virus type 2 (strain 16681-PDK53)); Dengue-2 NS5 methyltransferase capping enzyme assay, biochemical; higher % means a stronger effect; inhibition, % at 25 µM; hits with a dose series show IC50 in µM; 340,000 compounds, 0.3% hits; in the data active means a potency from the dose series; inconclusive means inhibition above about 29% without an active follow-up result
CSM14.1 death rescue: rescue of cells from ER stress-induced death, primary screen, 384-well, CSM14.1, thapsigargin, ATP luminescence (AID 1222) | one-dose cellular ATP content (survival), % at 20 µM; EC50 in µM for titrated hits | 190,000 tested, under 10 active | CSM14.1 thapsigargin-induced death rescue, ATP luminescence; higher % means a stronger effect;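 active means EC50 below 50 µM in the dose-response confirmation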;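 further: death triggered by thapsigargin at about 15 µM added after 2 h compound pretreatment; cell ATP read after overnight thapsigargin exposure of roughly 18 to 22 hours; normalized against plate controls of thapsigargin alone and 5% DMSO vehicle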
Rac1 GTP hydrolysis: MgcRacGAP GTPase-activating activity inhibitors, confirmation, biochemical, ADP Hunter fluorescence; Rac GTPase-activating protein 1 (Homo sapiens); MgcRacGAP-stimulated Rac1 GTP hydrolysis, ADP Hunter fluorescence; higher % means a stronger effect; GST-tagged Rac1 F28L mutant substrate; one-dose inhibition, % at 30 µM; IC50 in µM for titrated hits; 340,000 compounds, 0.6% hits; AID 624330, 2012;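 active means first-screen hits whose inhibition reached a set limit at any dose in the follow-up dose series; inconclusive means inhibition above the set first-screen limit but never retested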;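 further: fluorescence reports GDP produced by GAP-driven GTP hydrolysis; strong numbers were not always called active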
West Nile virus CPE: West Nile virus antiviral activity, cell-based, CPE readout (AID 1621) | 290,000 compounds, 0.02% hits | West Nile virus-infected cells, CPE inhibition; higher % means a stronger effect | CPE inhibition, % at 10 µM; hits with a dose series show IC50 in µM; in the data active means a potency from the dose series; inconclusive means CPE inhibition mostly from about 3.7% at the one dose, without a potency; inactive means the rest, 99 in 100 with CPE inhibition below about 2.2%; further: strong numbers were not always called active
GPR35 arrestin U2OS: GPR35 antagonists blocking zaprinast-driven arrestin recruitment, primary screen, imaging, U2OS, beta-arrestin-GFP, zaprinast agonist (AID 2058). G-protein coupled receptor 35 (Homo sapiens). U2OS GPR35 beta-arrestin-GFP translocation imaging, zaprinast antagonism; higher % means a stronger effect. inhibition, % at 10 µM, or IC50 in µM where a hit was titrated. 290,000 compounds, 0.052% hits;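 active means inhibition of at least 50% with at least 30 cells and total cytoplasm GFP at most 10,000,000; inconclusive means under 30 cells or total GFP of 10,000,000 plus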
LYP inhibition: inhibitors of LYP phosphatase, biochemical, fluorescence intensity, uHTS (AID 1779) | recombinant LYP phosphatase, fluorescence intensity; higher % means a stronger effect | inhibition, % at 11.5 µM; hits with a dose series show IC50 in µM | 290,000 compounds, 0.054% hits | Tyrosine-protein phosphatase non-receptor type 22 (Homo sapiens); in the data active means inhibition above about 50%;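 further: plate controls were vehicle with enzyme for no effect and no enzyme for full effect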
RSV CPE inhibition: RSV antiviral activity via CPE protection, HEp-2 cells, primary 10 µM value included (AID 2391). HEp-2 cells, RSV-induced CPE inhibition; higher % means a stronger effect. CPE inhibition, % at 10 µM, or IC50 in µM where a hit was titrated. 310,000 compounds, 0.13% hits; in the data active means a potency from the dose series; inconclusive means CPE inhibition mostly from about 23% at the one dose, without a potency; inactive means the rest, 99 in 100 with CPE inhibition below about 21%; further: strong numbers were not always called active
PhoP inhibition: inhibitors of PhoP regulon expression, primary screen, Salmonella Typhimurium, GFP reporter (AID 1863) | S. Typhimurium PhoP-regulated promoter GFP reporter, 4 h; higher % means a stronger effect | inhibition, % at 50 µM; hits with a dose series show IC50 in µM | 300,000 compounds, 0.16% hits;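 active means inhibition over 29.93%, a cutoff 3 SD above the screen mean, later confirmed by dose response; inconclusive means inhibition over 29.93% but no dose response follow-up; inactive means inhibition at most 29.93% or unconfirmed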;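 further: 0% = low Mg2+ inducing control and 100% = high Mg2+ repressing control; strong numbers were not always called active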
* hit, by the source's call; u = inconclusive; x = not tested or not shown.

SMILES	SV40 large T antigen	NS5 inhibitors	CSM14.1 death rescue	Rac1 GTP hydrolysis	West Nile virus CPE	GPR35 arrestin U2OS	LYP inhibition	RSV CPE inhibition	PhoP inhibition
O=C(CCN1C(=O)[C@H]2CC=CC[C@H]2C1=O)NCc1nc(-c2ccccc2)no1	-6.0%	0.9%	x	-1.6%	0.4%	6.3%	-4.0%	1.3%	1.3%
COCCn1c(-c2ccc(OC)cc2)nc2oc3cc(OC)ccc3c(=O)c2c1=O	16.4%	1.6%	-0.5%	7.5%	0.6%	-6.9%	1.0%	1.4%	5.2%
COc1ccc(NC(=S)NNC(=O)c2ccc(S(=O)(=O)N3CCOCC3)cc2)cc1	6.1%	-0.7%	0.3%	11.8%	0.8%	-7.6%	-2.0%	1.7%	4.5%
Cc1c(NS(=O)(=O)c2ccc3c(c2)NC(=O)CC(=O)N3)cccc1[N+](=O)[O-]	13.8%	-3.5%	x	8.8%	0.1%	19.4%	-7.8%	0.2%	-0.9%
COc1ccc(O)c(/C=N/NC(=O)CSc2nnc(C)n2-c2ccccc2)c1	3.9%	2.7%	-1.3%	-0.9%	1.1%	0.1%	-4.6%	0.8%	-0.2%
CC(C)Sc1nc2c(cnn2-c2ccc(F)cc2)c(=O)[nH]1	14.4%	-1.4%	0.4%	0.0%	1.0%	2.1%	-2.3%	1.6%	-16.4%
CCCn1c(SCC(=O)Nc2cc(Cl)ccc2OC)n[nH]c1=O	27.0%	2.7%	0.2%	15.2%	-0.1%	-16.9%	-8.8%	1.3%	1.3%
CC(=O)NC1=NN(C(C)=O)C2(S1)C(=O)N(C(C)=O)c1ccc(C)cc12 (stereo not drawn)	6.7%	0.0%	-1.9%	8.6%	0.3%	-12.9%	-4.0%	-0.5%	-3.4%
CN(CC(=O)Nc1cccc(F)c1)C(=O)CNS(=O)(=O)c1ccc(N(C)C)c([N+](=O)[O-])c1	15.8%	3.6%	x	4.8%	x	x	x	-2.2%	-5.7%
CCCc1cc(C(=O)Nc2cccc([N+](=O)[O-])c2)cs1	-4.6%	-7.4%	x	5.8%	-0.8%	-4.7%	-1.7%	4.7%	12.2%
COc1ccc(OC)c(NC(=O)CSc2nc(=O)n(Cc3ccccn3)c3c2CCC3)c1	12.0%	3.7%	x	7.5%	x	x	x	0.4%	-6.5%
CC(C)(C)c1ccc(-c2nc3n(c(=O)c2C#N)CCS3)cc1	-43.7%	-0.7%	-0.1%	2.5%	1.5%	-3.5%	-1.7%	7.5%	3.8%

Reprinted at random: five compounds from above
SMILES	SV40 large T antigen	NS5 inhibitors	CSM14.1 death rescue	Rac1 GTP hydrolysis	West Nile virus CPE	GPR35 arrestin U2OS	LYP inhibition	RSV CPE inhibition	PhoP inhibition
Cc1c(NS(=O)(=O)c2ccc3c(c2)NC(=O)CC(=O)N3)cccc1[N+](=O)[O-]	13.8%	-3.5%	x	8.8%	0.1%	19.4%	-7.8%	0.2%	-0.9%
CCCn1c(SCC(=O)Nc2cc(Cl)ccc2OC)n[nH]c1=O	27.0%	2.7%	0.2%	15.2%	-0.1%	-16.9%	-8.8%	1.3%	1.3%
CC(=O)NC1=NN(C(C)=O)C2(S1)C(=O)N(C(C)=O)c1ccc(C)cc12 (stereo not drawn)	6.7%	0.0%	-1.9%	8.6%	0.3%	-12.9%	-4.0%	-0.5%	-3.4%
CN(CC(=O)Nc1cccc(F)c1)C(=O)CNS(=O)(=O)c1ccc(N(C)C)c([N+](=O)[O-])c1	15.8%	3.6%	x	4.8%	x	x	x	-2.2%	-5.7%
COCCn1c(-c2ccc(OC)cc2)nc2oc3cc(OC)ccc3c(=O)c2c1=O	16.4%	1.6%	-0.5%	7.5%	0.6%	-6.9%	1.0%	1.4%	5.2%

Further entries
SMILES	SV40 large T antigen	NS5 inhibitors	CSM14.1 death rescue	Rac1 GTP hydrolysis	West Nile virus CPE	GPR35 arrestin U2OS	LYP inhibition	RSV CPE inhibition	PhoP inhibition
Cn1c(N2CCCC2)nc2c1c(=O)n(Cc1ccc(Cl)cc1)c(=O)n2C	2.8%	-4.0%	0.6%	6.0%	-1.1%	0.0%	-1.1%	7.3%	3.9%
NC(=O)c1sc2nc3c(c(-c4ccc(Cl)cc4)c2c1N)CCCC3	8.3%	-1.3%	-4.0%	8.7%	0.3%	17.2%	0.8%	-0.1%	11.6%
O=C(c1nc2ccccc2s1)N1CCN(c2ccccn2)CC1	5.4%	-3.2%	-0.6%	5.0%	-0.3%	-1.9%	-2.9%	7.4%	7.1%
CCOC(=O)N1CCN(Cc2nc3ccc([N+](=O)[O-])cc3c(=O)n2-c2ccccc2F)CC1	10.7%	-1.9%	x	7.0%	-0.7%	6.2%	-2.9%	-1.0%	22.7%
O=C(Cc1ccccc1)NN1C(=O)C2C3C=CC([C@@H]2C1=O)C31CC1 (stereo partly drawn)	6.1%	-7.4%	0.1%	-5.4%	0.5%	-4.5%	-0.3%	1.3%	-13.0%
O=C(CSc1nnc(-c2ccncc2)n1CCc1ccccc1)NCc1ccccc1	14.1%	0.8%	-2.0%	7.0%	0.0%	7.8%	-2.8%	0.3%	4.6%
Cc1ccc(OCc2nc(-c3ccccc3)no2)c(C)c1	7.7%	5.6%	-3.4%	8.1%	-0.1%	-3.5%	-11.6%	5.3%	9.3%
COc1ccc(C)cc1C(=O)C1CC(C(=O)O)C(C)(C)C1C (stereo not drawn)	24.3%	2.8%	-1.2%	13.4%	0.0%	5.0%	-1.2%	-0.3%	-4.0%
Cc1cc(C(=O)N/N=C/c2ccc(O)c([N+](=O)[O-])c2)c(C)n1-c1ccc(F)cc1	31.9%	12.9%	-2.8%	3.8%	-1.4%	0.3%	6.2%	6.7%	8.0%
COC(=O)c1ccc(NC(=S)N2CCN(C)CC2)cc1	0.7%	-9.5%	x	3.9%	1.7%	-11.4%	-3.3%	-0.1%	6.8%
COC(=O)c1oc2c(c1C)C1(CCC2)SCCS1	-1.6%	2.7%	-1.1%	6.7%	-0.2%	-9.0%	-0.2%	1.1%	12.3%
CCCNS(=O)(=O)c1ccc(CCC(=O)NCC2CCCO2)cc1 (stereo not drawn)	0.5%	-0.8%	1.3%	5.6%	-0.2%	3.2%	-9.0%	0.8%	-1.9%
Cc1cc(C)c(C#N)c(SCC(=O)Nc2nonc2N)n1	2.0%	0.0%	x	7.2%	0.0%	9.4%	-15.1%	14.7%	-0.4%
O=C(NCCN1CCCCC1)c1cc(COc2c(F)cccc2F)on1	4.1%	-0.9%	x	-12.0%	-0.4%	0.2%	-7.4%	-1.6%	1.7%
CSc1ccccc1NC(=O)Nc1cccc2ccccc12	19.3%	-2.6%	x	5.6%	-0.4%	21.6%	-7.5%	0.3%	4.0%
CC1Oc2ccccc2N(CC(=O)N2CCc3ccccc32)C1=O (stereo not drawn)	2.4%	-2.0%	1.7%	8.3%	-0.5%	6.3%	-1.4%	1.0%	-6.2%
COc1ccc(N(CC(=O)Nc2ccc3c(c2)OCO3)S(=O)(=O)c2ccc(F)cc2)cc1	4.6%	-0.7%	-0.8%	-2.0%	-0.8%	12.6%	-1.0%	1.7%	-5.6%
CCOc1ccc(CN(C)C(=O)c2ccc(=O)[nH]c2)cc1	10.3%	-6.6%	x	8.0%	1.0%	9.7%	0.1%	2.8%	-4.2%
COc1ccccc1CNC(=O)OCc1nccnc1C(=O)Nc1ccc(Br)cn1	-9.2%	-11.0%	x	-0.5%	u	8.2%	-4.8%	3.1%	-6.0%
CCN(C(=O)COC(=O)Cc1c[nH]c2ccccc12)c1c(N)n(Cc2ccccc2)c(=O)[nH]c1=O	9.5%	1.4%	x	4.0%	x	x	x	-1.1%	-5.7%
COc1ccc(N2CC(C(=O)N[C@@H](C)C(=O)NC(C)c3ccccc3)CC2=O)cc1 (stereo partly drawn)	3.6%	-7.9%	x	-3.3%	-0.1%	-22.0%	-9.6%	2.7%	1.0%
CN1CCN(C(=O)c2ccc(N(C)S(=O)(=O)c3cccs3)cc2)CC1	11.7%	0.7%	-6.8%	4.6%	-0.4%	-1.7%	-6.9%	-2.1%	3.7%
COc1ccc(F)cc1CN1CCN(C(=O)CCC(=O)Nc2nnc(C(C)C)s2)CC1	9.6%	2.7%	0.8%	1.0%	-0.1%	-15.5%	-5.7%	1.1%	4.9%
Cc1nc(SCC(=O)Nc2ccc(F)cc2)c(C#N)c(C)c1CC(=O)c1ccc(Br)cc1	20.2%	0.0%	-0.9%	5.8%	x	-6.8%	-7.0%	x	-12.1%
O=C(COc1ccc(S(=O)(=O)N2CCCC2)cc1Cl)NCc1cccnc1	7.5%	0.7%	x	7.1%	0.1%	-4.4%	-8.1%	0.1%	-8.6%
CC(=O)N1CCN(S(=O)(=O)c2cccc(C(=O)Nc3nc4c(s3)CCCC4)c2)CC1	5.7%	10.2%	-0.7%	0.0%	-0.4%	12.5%	0.4%	0.2%	-7.3%
COC(=O)c1ccc(CSc2nnc(Nc3cccc(OC)c3)s2)o1	0.6%	3.4%	0.0%	-0.4%	0.9%	7.1%	-1.9%	4.0%	-16.1%
CC(C)(C)NC(=O)c1cnn(-c2ccccc2)c1NC(=O)c1ccccc1	1.8%	-2.8%	0.6%	0.8%	-0.4%	-21.4%	-0.6%	-1.8%	7.1%
C/C(=N\NC(=S)NC1CCCCC1)c1cccc(C(F)(F)F)c1	0.1%	-3.1%	x	7.8%	-0.1%	6.0%	6.8%	2.1%	1.4%
CC(C)CC1C(C#N)=C(N)SC(N)=C1C#N	13.0%	u	-1.0%	7.8%	0.3%	0.8%	-2.2%	0.5%	-22.5%
O=[N+]([O-])c1ccc(N(CC2CO2)S(=O)(=O)c2ccccc2)cc1 (stereo not drawn)	8.0%	-6.5%	x	0.9%	0.4%	14.7%	0.1%	2.1%	-0.4%
COc1cc(NC(=O)c2ccc(Cl)cc2Cl)ccc1NC(=O)c1cccs1	10.2%	-9.5%	x	3.3%	0.2%	-5.8%	-9.6%	0.9%	-6.4%
CCNC(=S)NN=C1c2ccccc2-c2ccccc21	8.0%	4.4%	-0.9%	8.0%	-1.9%	10.1%	1.9%	0.4%	-6.7%
Cc1ccc(-c2nc3ccccn3c2Nc2ccccc2)o1	15.1%	-6.2%	0.1%	25.3%	-0.7%	-5.1%	-6.3%	4.7%	-0.5%
Cc1nc2nc(N)nn2c(C)c1C/C=C/c1ccccc1	6.8%	4.4%	x	1.1%	-0.5%	15.8%	-7.5%	0.7%	1.5%
COc1cc2c(cc1OC)C(C(=O)O)C(c1cc(Br)c(O)c(OC)c1)N(C)C2=O (stereo not drawn)	16.3%	-7.8%	-0.9%	2.3%	-0.8%	2.4%	-4.3%	1.2%	-12.7%

Screening results from PubChem BioAssay.
